GAA inh – qHTS Assay for Inhibitors of Human alpha-Glucosidase as a Potential Chaperone Treatment of Pompe Disease. Lysosomal alpha-glucosidase (Homo sapiens), P10253. purified human GAA, 4-MU-alpha-glucoside fluorescence. Potency, µM (series often up to 76.9 µM), without a hit: top-dose activity change, negative = inhibition, usual class: inhibitors. 0.005% of 200,000 active. AID 1466, 2008;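 note: plate controls were uninhibited enzyme wells for no effect and no-enzyme background for full effect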
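Activity normalized between no-enzyme (basal) and enzyme-only wells. Conditions: 4 nM human enzyme, 400 uM fluorogenic substrate, citrate/phosphate pH 5.0 with Tween-20, 20 min room temperature, compounds up to 77 uM.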
RECQ1 inh – qHTS Assay for Inhibitors of RecQ-Like Dna Helicase 1 (RECQ1); ATP-dependent DNA helicase Q1 (Homo sapiens), P46063; RECQ1 DNA unwinding, red fluorescence kinetic read; Potency, µM (top dose mostly 57.3 µM), without a hit: at the highest dose activity, negative = inhibition, usual class: inhibitors; 0.54% of 240,000 active; AID 2549, 2010;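 note: plate controls were vehicle for no effect and no enzyme for full effect; nearly all actives have a fitted effect of over 30% in size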
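RECQ1T1 50 nM; forked duplex (20 bp + 30-nt ss tails) 200 nM, ATP 2 mM final; pH 8.0, 2 mM MgCl2, 2.5 ug/ml poly(dI-dC); 15 min compound preincubation; discontinuous kinetic read over 2 h at RT.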
TRb-SRC2 inh – qHTS for Inhibitors of the Interaction of Thyroid Hormone Receptor and Steroid Receptor Coregulator 2 | Thyroid hormone receptor beta (Homo sapiens), P10828 | TRbeta-SRC2 peptide binding, fluorescence polarization; receptor liganded with 1 µM T3 | Potency, µM (doses to about 106 µM), without a hit: top-dose activity change, negative = inhibition, most hits filed as inhibitors | 0.065% of 280,000 active | AID 1469, 2008;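 note: plate controls were bound peptide for no effect and peptide without receptor for full effect; nearly all actives have a fitted effect of over 50% in size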
Target sequence (P10828 whole entry, looked up): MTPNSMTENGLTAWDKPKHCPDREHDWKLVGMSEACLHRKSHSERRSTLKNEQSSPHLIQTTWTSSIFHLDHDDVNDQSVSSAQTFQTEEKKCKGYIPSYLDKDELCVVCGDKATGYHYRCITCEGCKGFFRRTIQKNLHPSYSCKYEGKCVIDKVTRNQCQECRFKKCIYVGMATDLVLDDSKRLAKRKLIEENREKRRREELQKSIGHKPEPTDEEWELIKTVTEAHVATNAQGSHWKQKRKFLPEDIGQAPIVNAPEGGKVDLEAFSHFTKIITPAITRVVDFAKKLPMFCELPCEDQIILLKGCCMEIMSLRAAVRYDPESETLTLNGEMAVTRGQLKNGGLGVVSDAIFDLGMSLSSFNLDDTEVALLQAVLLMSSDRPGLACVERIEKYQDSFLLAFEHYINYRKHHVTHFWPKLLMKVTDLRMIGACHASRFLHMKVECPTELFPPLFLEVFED
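Human TRb LBD (0.6 uM) plus Texas Red-labeled SRC2 peptide (20 nM), 1uM T3, 5% DMSO, 5 hr at ambient temperature. Decreased polarization (555/632 nm) flags inhibition; data normalized to free and bound peptide controls.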
GAA glycogen mod – qHTS Assay for Inhibitors and Activators of Human alpha-Glucosidase Cleavage of Glycogen; AID 2100, 2009; Lysosomal alpha-glucosidase (Homo sapiens), P10253; recombinant GAA, glycogen substrate, Amplex Red glucose oxidase fluorescence; 0.38% of 300,000 active; Potency, µM (top dose mostly 76.4 µM), inactives show at the top dose activity change, negative = inhibition, actives largely listed as inhibitors;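 note: 0% = full enzyme reaction and -100% = no-enzyme basal signal; the screen sought inhibitors and activators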
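qHTS, 1536-well; enzyme 4 nM final; cpd up to 77 uM; substrate bovine liver glycogen 30 ug; 50 mM citrate/phosphate pH 5.0, 0.01% Tween-20; 37 C, 40 min; Amplex Red detection 45 min RT; Hill fit → AC50.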
L3MBTL1 block – qHTS Assay for the Inhibitors of L3MBTL1; 0.66% of 230,000 active; AlphaScreen L3MBTL1–H3K9me1 peptide binding; AID 485360, 2010; Lethal(3)malignant brain tumor-like protein 1 (Homo sapiens), Q9Y468; Potency, µM (doses to about 57.1 µM), without a hit: at the highest dose activity, negative = inhibition, actives largely listed as inhibitors; note: nearly all actives have a fitted effect of over 60% in size
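Displacement of a biotinylated histone H3(1-15) peptide monomethylated at Lys9 (75 nM) from L3MBTL1 (50 nM) was measured by AlphaScreen after a 30 min room-temperature compound incubation; cefsulodin titration served as intraplate control.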
GAA spleen mod – qHTS Assay for Inhibitors and Activators of Human alpha-Glucosidase From Spleen Homogenate | Lysosomal alpha-glucosidase (Homo sapiens), P10253 | human spleen homogenate, 4-MU-alpha-glucoside fluorescence | Potency, µM (series often up to 79.9 µM), for inactives: top-dose activity change, negative = inhibition, usual class: inhibitors | 0.006% of 240,000 active | AID 2112, 2009;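 note: 0% = enzyme with vehicle and -100% = no enzyme basal signal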
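Compounds were titrated against alpha-glucosidase in spleen homogenate at pH 5.0, with 1 mM 4-methylumbelliferyl substrate for 40 min at 37 C. Reactions were quenched with pH 10 NaOH/glycine and fluorescence measured.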
GoLoco inh red – qHTS Assay for Inhibitors of RGS12 GoLoco Motif Activity (Red Fluorophore); Guanine nucleotide-binding protein G(i) subunit alpha-1 (Homo sapiens), P63096; Gai1:RGS12 GoLoco peptide FP, rhodamine, 10 min; Potency, µM (highest dose often 61.6 µM), without a hit: at the highest dose activity, negative = inhibition, most hits filed as inhibitors; 0.44% of 230,000 active; active = well fitted inhibition curve with a large enough effect, not every such curve was filed as active; inactive = no such curve, though single readings can be large or run the other way; note: nearly all actives have a fitted effect of over 30% in size; many of its hits are not listed in these tables
Target sequence (P63096 whole entry, looked up): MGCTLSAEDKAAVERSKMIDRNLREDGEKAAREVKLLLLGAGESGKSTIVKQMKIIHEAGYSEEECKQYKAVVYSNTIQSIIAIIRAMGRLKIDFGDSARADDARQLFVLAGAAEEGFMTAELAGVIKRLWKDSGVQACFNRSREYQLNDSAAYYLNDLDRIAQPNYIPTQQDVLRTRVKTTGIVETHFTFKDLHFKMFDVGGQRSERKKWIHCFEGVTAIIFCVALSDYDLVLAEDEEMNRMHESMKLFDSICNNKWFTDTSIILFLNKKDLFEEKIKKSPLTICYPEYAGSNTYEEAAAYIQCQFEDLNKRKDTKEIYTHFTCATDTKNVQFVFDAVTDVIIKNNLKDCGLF
TR SRC2 fluor cs – Total Fluorescence Counterscreen for Inhibitors of the Interaction of Thyroid Hormone Receptor and Steroid Receptor Coregulator 2; TRb/SRC2 Texas Red total fluorescence interference; Potency, µM (series often up to 106 µM), for inactives: at the top dose fluorescence change, negative = quenching; 0.29% of 280,000 active; active = well fitted curve in either direction with a large enough effect; inconclusive = small, poorly fitted or top-dose-only effect
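Flags fluorescent or light-absorbing compounds by total fluorescence, S + 2P, at 555 nm excitation and 632 nm emission. Mixture: 20 nM Texas Red SRC2 peptide, 0.6 uM human TRb LBD, 1 uM T3, 5% DMSO; compound exposure 5 h at ambient temperature.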
An asterisk follows results filed as active; i = inactive; ? = inconclusive; . = not tested or not shown; & = joins results of further samples; [ ] = another dose, or the depositor's remark. Unless noted, calls come from the whole dose curve; as a rule, active = well fitted curve in the direction sought with a large enough effect; inconclusive = small, poorly fitted or top-dose-only effect, or another doubt; inactive = no such curve, though single readings can be large; an effect the other way counts as inactive or inconclusive. Unless noted, % is set by controls: 0 for no effect and ±100 for the full control effect; potency is the fitted concentration of half-maximal effect.

item | smiles | GAA inh | RECQ1 inh | TRb-SRC2 inh | GAA glycogen mod
1 | CN(c1ccccc1)S(=O)(=O)c1ccc(Cl)c(C(=O)NC2=NCCS2)c1 | -5% | -9% | -1% | 9%
2 | O=C(NC1(C(F)(F)F)NC(=O)N(Cc2cccnc2)C1=O)c1ccccc1Cl (centres undefined) | ? | -6% | -9% | -1%
3 | O=C(c1cccc(S(=O)(=O)N2CCc3ccccc3C2)c1)N1CCN(c2ccc(O)cc2)CC1 | 4% | -6% | -3% | ?
4 | COCC(=O)N(Cc1cc2ccccc2[nH]c1=O)c1ccc(OC)cc1 | -3% | ? | -3% | -1%
5 | COC(=O)c1c(N2C(=O)CC(Sc3ccccc3C(=O)O)C2=O)sc(C)c1C (centres undefined) | 11% | 31% | -4%[53 µM] | -13%
6 | Cn1c(NNC(=O)c2cccc3ccccc23)cc(=O)n(C)c1=O | . | -11% | -1% | -26%
7 | Cc1cc2c(s1)CCCCC(=O)N2 | -2% | -5% | 4% | 1%
8 | Cc1cccc(NC(=O)CN2C(=O)N/C(=C/c3cc(C)n(-c4cccnc4)c3C)C2=O)c1 | -5% | -1% | -7% | 11%
9 | O=C(Nc1ccc(Cl)cc1Cl)N1CCN(c2ncccn2)CC1 | 3% | 0% | -4% | 16%
10 | Cc1csc(NC(=O)CSc2ccc(-c3ccccn3)nn2)n1 | 1% | -18% | 1% | 5%

item | L3MBTL1 block | GAA spleen mod | GoLoco inh red | TR SRC2 fluor cs
1 | . | -7% | -7% | -4%
2 | 3% | -1% | -12% | -1%
3 | -9% | -4% | -4% | 0%
4 | -1% | -13% | 7% | 0%
5 | -27% | 2% | -22% | -1%[53 µM]
6 | -3% | 1% | 7% | -4%
7 | -8% | -4% | -6% | -1%
8 | . | -8% | 15% | -1%
9 | -7% | -1% | 21% | -4%
10 | . | 5% | 11% | 2%

New compounds follow.
item | smiles | GAA inh | RECQ1 inh | TRb-SRC2 inh | GAA glycogen mod
11 | COc1ccc2c(c1)CCc1c(C(=O)NC3CCCCC3)noc1-2 | -3% | -5% | 8% | 2%
12 | CCn1cc(/C=N/NC(=O)COc2cccc3cccnc23)c2ccccc21 | 5% | -18% | -1%[53 µM] | -2%
13 | S=C(Nc1ccc(Cl)cc1)N1CCN(Cc2ccccc2)CC1 | 2% | -15% | -4% | 15%
14 | COC(=O)c1sc(-c2ccccc2)cc1NC(=O)c1cc(OC)cc(OC)c1 | -7% | -1% | 5% | 9%
15 | COc1cc(OC)cc(C(=O)N/N=C2/SCC(=O)N2Cc2ccco2)c1 | 0% | i | -6% | -8%
16 | CC(=O)Nc1ccc(S(=O)(=O)N[C@H](C(=O)O)C(C)C)cc1 | -8% | i | -6% | 1%
17 | CCCc1nnc(NC(=O)CC(=O)Nc2ccccc2C(=O)O)s1 | -6% | i | 0% | -1%
18 | CCN(CC)S(=O)(=O)c1ccc(C(=O)N(c2ccc(C)cc2)C2C=CS(=O)(=O)C2)cc1 (centres undefined) | -1% | -10% | 6% | -1%
19 | O=C(CCS(=O)(=O)c1ccccc1Cl)NCc1ccc(F)cc1 | -11% | -3% | 7% | 1%
20 | COc1cc(CNCCc2c[nH]c3ccccc23)cc(Cl)c1OCC(N)=O | ? | 9% | -1% | 0%

item | L3MBTL1 block | GAA spleen mod | GoLoco inh red | TR SRC2 fluor cs
11 | -5% | -6% | 3% | 0%
12 | 7% | -2% | 17% | -4%[53 µM]
13 | -17% | 4% | 15% | -3%
14 | 8% | 2% | 3% | 3%
15 | . | 4% | 4% | -6%
16 | 5% | 0% | -4% | -4%
17 | . | -1% | -5% | 2%
18 | 4% | -3% | 11% | 2%
19 | -4% | -1% | 22% | 3%
20 | ? | 16% | 29% | -2%

(further entries)
item | smiles | GAA inh | RECQ1 inh | TRb-SRC2 inh | GAA glycogen mod
21 | Cc1ccc(SCc2cc(=O)c3c(=O)n(-c4ccccc4)[nH]c3[nH]2)cc1 | -14% | ? | -10% | 10µM*
22 | CN(C)S(=O)(=O)c1cccc(N=C2NN=C(c3ccccc3)CS2)c1 | -5% | -2% | -5% | -8%
23 | COc1cccc(S(=O)(=O)NCc2ccc(C(=O)Nc3cccc(Cl)c3)cc2)c1 | -13% | -17% | -1% | -6%
24 | CCOC(=O)C1C(=O)CC(=O)CC1CC(C)SCC (centres undefined) | 0% | 4% | -9% | -1%
25 | COc1ccc(Cn2c(C(C)C)nc3sc4ccccc4c(=O)c3c2=O)cc1 | . | -3% | -8% | 2%
26 | CCOC(=O)/C(C#N)=C/C=C1/C=CC=CN1C | -11% | -7% | 3% | -4%
27 | CC1(C)CC2CC(C)(CN2S(=O)(=O)c2ccc(C(=O)Nc3ccc(S(=O)(=O)N4CCOCC4)cc3)cc2)C1 (centres undefined) | 2% | 7% | 8% | 4%
28 | CCCCCNC(=O)c1ccc2c(=O)n(CCCN3CCCC3=O)c(=S)[nH]c2c1 | 13% | -1% | -9% | 6%
29 | CC1(C)N=C(N)N=C(N)N1c1ccc(OCCCOc2ccccc2)c(Cl)c1 | . | -14% | -1% | 0%
30 | CCOC(=O)CSCc1cn2cc(Cl)ccc2n1 | -7% | -9% | 7% | 3%

item | L3MBTL1 block | GAA spleen mod | GoLoco inh red | TR SRC2 fluor cs
21 | -90% | -2% | 10% | ?
22 | ? | -1% | -12% | -5%
23 | . | -8% | 8% | 1%
24 | -1% | -6% | -8% | -3%
25 | . | -5% | 4% | 0%
26 | -6% | -3% | 12% | 0%
27 | -9% | -11% | 5% | -3%
28 | . | 1% | 3% | -7%
29 | -13% | -3% | -1% | -5%
30 | . | -3% | 8% | 1%

Five compounds from above, sorted by count of non-hydrogen atoms, rising:
item | smiles | GAA inh | RECQ1 inh | TRb-SRC2 inh | GAA glycogen mod
30 | CCOC(=O)CSCc1cn2cc(Cl)ccc2n1 | -7% | -9% | 7% | 3%
24 | CCOC(=O)C1C(=O)CC(=O)CC1CC(C)SCC (centres undefined) | 0% | 4% | -9% | -1%
21 | Cc1ccc(SCc2cc(=O)c3c(=O)n(-c4ccccc4)[nH]c3[nH]2)cc1 | -14% | ? | -10% | 10µM*
25 | COc1ccc(Cn2c(C(C)C)nc3sc4ccccc4c(=O)c3c2=O)cc1 | . | -3% | -8% | 2%
28 | CCCCCNC(=O)c1ccc2c(=O)n(CCCN3CCCC3=O)c(=S)[nH]c2c1 | 13% | -1% | -9% | 6%

item | L3MBTL1 block | GAA spleen mod | GoLoco inh red | TR SRC2 fluor cs
30 | . | -3% | 8% | 1%
24 | -1% | -6% | -8% | -3%
21 | -90% | -2% | 10% | ?
25 | . | -5% | 4% | 0%
28 | . | 1% | 3% | -7%

The list goes on.
item | smiles | GAA inh | RECQ1 inh | TRb-SRC2 inh | GAA glycogen mod
31 | COc1ccc(/C=C(\C#N)C(=O)Nc2cc(C)c(Cl)cc2OC)cc1O | . | i | -3% | 7%
32 | COc1[nH]c2ccc(F)cc2c1C(=O)OCC1CCN(CCNS(C)(=O)=O)CC1 | . | -3%&-3% | 5%&-2% | .
33 | COc1ccc(-c2ccc(C(C)=O)cc2)cc1[C@H]1[C@H]2C=CC[C@@H](C)[C@@H]2C(=O)N1Cc1ccccc1 | . | i | -5% | 1%
34 | COc1cccc(NC(=O)c2ncc(Cl)c(Cl)c2Cl)c1 | 0% | -5% | 5% | 2%
35 | Cc1cc2ncc(Cl)nc2cc1C | 1% | 12% | -1% | 8%
36 | O=C(NCCN1C(=O)S/C(=C\c2ccccc2F)C1=O)C1CCCN1C(=O)c1cccs1 (centres undefined) | 5% | -4% | 4% | 8%
37 | N/C(=N\OC(=O)c1ccc(Cl)cc1)c1[nH]ncc1Br | . | -5% | 4% | 1%
38 | COCCn1c(CCC(=O)O)ccc1-c1cccs1 | 6% | i | -6% | -5%
39 | Cc1ccc(C)c(NC(=O)c2ccc3c(c2)N(Cc2ccc(F)cc2)C(=O)CS3=O)c1 (centres undefined) | -3% | 0% | -3% | -1%
40 | Cc1cccc(-c2ncc(CN3CCN(C4CCCC4)C(CCO)C3)cn2)c1 (centres undefined) | -10% | i | -3% | -10%

item | L3MBTL1 block | GAA spleen mod | GoLoco inh red | TR SRC2 fluor cs
31 | . | -2% | 37%[activator] | 0%
32 | . | -4%&-2% | 10%&2% | 3%&-1%
33 | . | 4% | -7% | -2%
34 | 15% | 5% | 5% | -3%
35 | 2% | -2% | 6% | -4%
36 | -1% | -9% | . | -2%
37 | . | 5% | 2% | -4%
38 | -2% | -3% | -4% | -3%
39 | 42%[activator] | -6% | 2% | -2%
40 | 13% | 2% | 19% | -2%

Other results
item | smiles | GAA inh | RECQ1 inh | TRb-SRC2 inh | GAA glycogen mod
41 | CC(C)c1ccc(Nc2nnc(SCC(=O)Nc3ncc(S(=O)(=O)c4ccc([N+](=O)[O-])cc4)s3)s2)cc1 | 1% | -4% | -5% | -15%
42 | CCc1ccc(NC(=O)c2ccnc(C(C)(C)C)c2)cc1 | 1% | 2% | -6% | -2%
43 | CCOC(=O)C1=C(C)OC(N)=C(C#N)C1c1cc(OC)c2c(c1)OCO2 (centres undefined) | -2% | i | 0% | -5%
44 | COc1ccc(C2=NOC(C)(c3nnc(-c4ccc(F)cc4)o3)C2)cc1 (centres undefined) | . | -8% | -8% | 5%

item | L3MBTL1 block | GAA spleen mod | GoLoco inh red | TR SRC2 fluor cs
41 | 2% | -9% | 1% | -4%
42 | 8% | -6% | -1% | -3%
43 | 3% | -1% | -10% | 2%
44 | . | -1% | 1% | -1%

An excerpt; the hit share may differ from the screen's.
